MITF primary: human MITF inhibition, primary screen; O75030; AlphaScreen MITF homodimerization, bead proximity signal; 0.91% of 650,000 active; inhibition, % at 2.6 µM; in the data active means inhibition above about 50%;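 further: 0% = vehicle wells with protein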
FBW7 activator: activators of human E3 ligase FBW7; AID 1259310; AlphaScreen FBW7–phospho-cyclin E peptide binding, activator screen; Q969H0; normalized activity (activation), % at 26.1 µM; 0.13% of 650,000 active; in the data active means normalized activity above about 1.9%;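 further: purified mutant Fbw7 with reduced substrate affinity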
Target sequence (Q969H0 whole entry, looked up): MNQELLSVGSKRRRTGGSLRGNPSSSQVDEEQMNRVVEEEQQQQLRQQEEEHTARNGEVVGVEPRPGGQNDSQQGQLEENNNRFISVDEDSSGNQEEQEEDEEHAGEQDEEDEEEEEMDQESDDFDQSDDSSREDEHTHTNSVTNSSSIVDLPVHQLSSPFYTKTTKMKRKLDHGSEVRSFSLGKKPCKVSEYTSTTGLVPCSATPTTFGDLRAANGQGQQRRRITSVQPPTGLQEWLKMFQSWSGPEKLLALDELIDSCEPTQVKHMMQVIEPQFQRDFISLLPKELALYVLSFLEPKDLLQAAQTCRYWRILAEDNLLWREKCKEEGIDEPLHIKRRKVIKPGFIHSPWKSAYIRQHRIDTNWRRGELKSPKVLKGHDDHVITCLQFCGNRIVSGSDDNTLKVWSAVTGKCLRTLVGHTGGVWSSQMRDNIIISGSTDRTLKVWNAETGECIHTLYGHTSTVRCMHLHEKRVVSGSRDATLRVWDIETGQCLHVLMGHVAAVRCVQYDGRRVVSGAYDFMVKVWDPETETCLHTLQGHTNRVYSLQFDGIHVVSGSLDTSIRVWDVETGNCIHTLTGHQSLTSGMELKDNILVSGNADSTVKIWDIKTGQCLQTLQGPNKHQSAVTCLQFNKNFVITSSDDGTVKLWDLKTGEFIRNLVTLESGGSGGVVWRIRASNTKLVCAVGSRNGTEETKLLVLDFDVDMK
TEAD-YAP block: TEAD-YAP interaction inhibition. HEK-TIYL cells, TEAD-Gal4/YAP UAS-luciferase luminescence. inhibition, % at 9.12 µM. 1.4% of 640,000 active; in the data active means inhibition above about 32%;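 further: 0% = median of test compound wells and 100% = reference inhibitor wells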
GPR151 ag: human GPR151 activation; Q8TDV0; PathHunter beta-arrestin GPR151 cells, luminescence; activation, % at 11.2 µM; 1% of 650,000 active; in the data active means activation above about 4.9%;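 further: 0% = median of compound wells and 100% = cells with positive control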
Target sequence (Q8TDV0 whole entry, looked up): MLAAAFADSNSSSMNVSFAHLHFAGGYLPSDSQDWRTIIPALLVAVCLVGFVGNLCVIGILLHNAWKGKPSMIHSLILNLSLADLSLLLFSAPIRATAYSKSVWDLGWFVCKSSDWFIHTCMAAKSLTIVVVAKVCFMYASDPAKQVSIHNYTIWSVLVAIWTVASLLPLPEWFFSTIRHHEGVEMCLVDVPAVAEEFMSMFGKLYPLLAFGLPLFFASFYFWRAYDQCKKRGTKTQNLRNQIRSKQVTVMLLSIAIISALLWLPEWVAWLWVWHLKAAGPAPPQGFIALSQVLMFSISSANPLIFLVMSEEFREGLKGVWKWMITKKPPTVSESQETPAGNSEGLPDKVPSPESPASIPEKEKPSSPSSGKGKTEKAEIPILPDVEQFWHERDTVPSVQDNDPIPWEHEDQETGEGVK
The depositor's hits bear a star.

For CC1(C2CCN(Cc3cc4c(cc3Cl)OCO4)CC2)NC(=O)NC1=O (stereo not drawn) the results were MITF primary 4, FBW7 activator 0.2, TEAD-YAP block -2 and GPR151 ag 0.9.
Screening CCSCCOC(=O)C1=C(C)NC2=C(C(=O)CCC2)C1c1cc(Br)c(O)c(OC)c1 (stereo not drawn) returned MITF primary -19, FBW7 activator 0.0, TEAD-YAP block 1 and GPR151 ag 0.1.
`COc1ccc(S(=O)(=O)NN(C)C(=O)c2nn(-c3ccccc3)ccc2=O)cc1` gave MITF primary -11, FBW7 activator 0.0, TEAD-YAP block 13 and GPR151 ag 0.4.
CC(=O)Nc1ccc(Nc2cc(C)nc(-c3ccc(C(N)=O)cc3)n2)cc1 was read as MITF primary 9, FBW7 activator -0.1, TEAD-YAP block 6 and GPR151 ag 1.2.
COc1ccc(S(=O)(=O)Oc2ccccc2C(=S)N2CCOCC2)cc1 was read as MITF primary -5, FBW7 activator 0.1, TEAD-YAP block 6 and GPR151 ag -0.5.
O=C(NCC(c1cccs1)S(=O)(=O)c1ccc(F)cc1)c1ccc([N+](=O)[O-])cc1 (stereo not drawn) was read as MITF primary 6, FBW7 activator 0.0, TEAD-YAP block 10 and GPR151 ag 0.6.
For COc1cc(Nc2cc(-c3csc4ccccc34)ncn2)cc(OC)c1OC the results were MITF primary -12, FBW7 activator -0.2, TEAD-YAP block 11 and GPR151 ag -2.7.
For CC1CCN(S(=O)(=O)Cc2ccccc2Cl)CC1 the results were MITF primary -2, FBW7 activator 0.0, TEAD-YAP block -12 and GPR151 ag -0.7.
COc1ccc(NS(=O)(=O)c2c(C)nc3sccn3c2=O)cc1 was read as MITF primary 2, FBW7 activator 0.0, TEAD-YAP block -13 and GPR151 ag -0.4.
Screening Cc1ccc(CN2CCc3nnc(C(C)NC(=O)c4ccco4)n3CC2)cc1C (stereo not drawn) returned MITF primary 20, FBW7 activator -0.1, TEAD-YAP block 8 and GPR151 ag 1.6.

Part of the list above in order of count of non-hydrogen atoms, smallest number first:
For CC1CCN(S(=O)(=O)Cc2ccccc2Cl)CC1 the results were MITF primary -2, FBW7 activator 0.0, TEAD-YAP block -12 and GPR151 ag -0.7.
COc1ccc(NS(=O)(=O)c2c(C)nc3sccn3c2=O)cc1 was read as MITF primary 2, FBW7 activator 0.0, TEAD-YAP block -13 and GPR151 ag -0.4.
For CC1(C2CCN(Cc3cc4c(cc3Cl)OCO4)CC2)NC(=O)NC1=O (stereo not drawn) the results were MITF primary 4, FBW7 activator 0.2, TEAD-YAP block -2 and GPR151 ag 0.9.
Screening CCSCCOC(=O)C1=C(C)NC2=C(C(=O)CCC2)C1c1cc(Br)c(O)c(OC)c1 (stereo not drawn) returned MITF primary -19, FBW7 activator 0.0, TEAD-YAP block 1 and GPR151 ag 0.1.

Continued:
Clc1ccc(CSc2ncn[nH]2)cc1 was read as MITF primary 9, FBW7 activator 0.1, TEAD-YAP block -2 and GPR151 ag 0.3.
For COc1cc(/C=C/[N+](=O)[O-])ccc1OCc1cccc(C(=O)O)c1 the results were MITF primary 56*, FBW7 activator -0.5, TEAD-YAP block 77* and GPR151 ag 1.7.
`CCCOC(=O)C1=C(C)NC2=C(C(=O)CC(c3ccc(OC)cc3)C2)C1c1ccc(OCc2ccccc2)c(OC)c1` (stereo not drawn) gave MITF primary 2, FBW7 activator 0.0, TEAD-YAP block 10 and GPR151 ag 1.1.
CCCCC(C(=O)Nc1ccc(C)cc1C)N1C(=O)c2ccccc2C1=O (stereo not drawn) was read as MITF primary -11, FBW7 activator -0.1, TEAD-YAP block 4 and GPR151 ag -0.5.
Cc1ccc(S(=O)(=O)N(C)CC(=O)NNC(=O)CNC(=O)C2CCCCC2)cc1 was read as MITF primary -7, FBW7 activator 0.1, TEAD-YAP block 1 and GPR151 ag 0.7.
`COC(=O)CNC(=O)c1ccc(NS(=O)(=O)c2cc([N+](=O)[O-])ccc2Cl)cc1` gave MITF primary 8, FBW7 activator -0.1, TEAD-YAP block 12 and GPR151 ag 1.6.
`COc1cccc2c1OC1(CCN(C(=O)COc3ccc(F)cc3)CC1)OC2` gave MITF primary -12, FBW7 activator -0.6, TEAD-YAP block 0 and GPR151 ag 2.9.
`Cc1ccc(C(C)C)c(Oc2cc(NC(=O)c3cnn4c3NC(c3ccc(Br)cc3)CC4C(F)(F)F)cc([N+](=O)[O-])c2)c1` (stereo not drawn) gave MITF primary -12, FBW7 activator 0.0, TEAD-YAP block -5 and GPR151 ag -0.8.
For CCc1ccccc1NC(=O)CSc1nc2[nH]ncc2c(=O)n1-c1cccc(Cl)c1 the results were MITF primary 1, FBW7 activator 0.0, TEAD-YAP block 17 and GPR151 ag 0.2.
`Cc1ccc(-n2nc3c(c2NC(=O)c2ccco2)CS(=O)(=O)C3)c(C)c1` gave MITF primary 3, FBW7 activator 0.0, TEAD-YAP block -1 and GPR151 ag 0.5.
COc1ccc2c(=O)c(-c3ccc(OC)c(OC)c3)c(C)oc2c1 was read as MITF primary 14, FBW7 activator 0.3, TEAD-YAP block 4 and GPR151 ag -0.3.
For CCOC(=O)CN1C(=O)/C(=C\c2ccccc2F)Oc2ccccc21 the results were MITF primary 13, FBW7 activator 0.1, TEAD-YAP block 4 and GPR151 ag -0.4.
For C=Cc1ccc(-c2csc(N)n2)cc1 the results were MITF primary 4, FBW7 activator -0.2, TEAD-YAP block -55 and GPR151 ag -1.1.
Screening O=C(NCc1cccnc1)c1nnc(-c2ccc3c(c2)OCO3)o1 returned MITF primary -3, FBW7 activator 0.1, TEAD-YAP block -5 and GPR151 ag 4.1.
`COc1ccc2c(c1)c(C(=O)O)c(C)n2-c1ccccc1` gave MITF primary -1, FBW7 activator 0.0, TEAD-YAP block -10 and GPR151 ag -1.0.
O=S1(=O)N=C(c2ccc(Br)cc2)Nc2ccccc21 was read as MITF primary 3, FBW7 activator -0.1, TEAD-YAP block -59 and GPR151 ag -3.3.
`O=C(O)/C(=C\c1cccc([N+](=O)[O-])c1)NC(=O)c1ccc(Br)o1` gave MITF primary 2, FBW7 activator -0.2, TEAD-YAP block -2 and GPR151 ag -1.5.
O=C(NC1CCCC1)C(c1ccccc1)N1CCCC1 (stereo not drawn) was read as MITF primary 22, FBW7 activator 0.3, TEAD-YAP block -4 and GPR151 ag -1.3.
For CCC1CCCCN1C(=O)Cn1nc(C)n2c(cc3ccsc32)c1=O (stereo not drawn) the results were MITF primary 61*, FBW7 activator -0.2, TEAD-YAP block 4 and GPR151 ag 0.3.
For CN(C)c1cccc(Nc2nc(NCc3cccc(C(F)(F)F)c3)c3ncn(CCN4CCCC4=O)c3n2)c1 the results were MITF primary 15, FBW7 activator 0.3, TEAD-YAP block -8 and GPR151 ag -2.2.
`COc1ccc(/C=C2/SC(=S)N(Cc3ccco3)C2=O)cc1` gave MITF primary -5, FBW7 activator -0.4, TEAD-YAP block 9 and GPR151 ag 3.5.
For CC(C)Oc1ccc(C(=O)Nc2c3c(nn2-c2cccc(Cl)c2)CSC3)cc1 the results were MITF primary -1, FBW7 activator 0.6, TEAD-YAP block 0 and GPR151 ag 3.5.
For Cc1ccc2c(c1)-c1c(cnn1CC(=O)Nc1ccccc1C)CO2 the results were MITF primary 0, FBW7 activator 0.1, TEAD-YAP block 6 and GPR151 ag -0.7.
`COCCc1nnc(NC(=O)Nc2ccc(Cl)cc2)s1` gave MITF primary 14, FBW7 activator 0.5, TEAD-YAP block -1 and GPR151 ag 0.5.
Screening Cc1ccc(C)c(NC(=O)CC(NCCCO)C(=O)O)c1 (stereo not drawn) returned MITF primary -7, FBW7 activator -0.1, TEAD-YAP block -2 and GPR151 ag -1.0.
`O=C(NCc1nnnn1-c1ccc(F)cc1)c1c(F)cccc1F` gave MITF primary 0, FBW7 activator 0.2, TEAD-YAP block 4 and GPR151 ag -1.3.
For CC(C)C(NS(=O)(=O)c1cccs1)C(=O)Nc1nc(C(C)(C)C)cs1 (stereo not drawn) the results were MITF primary -7, FBW7 activator 0.1, TEAD-YAP block 9 and GPR151 ag -1.8.
For COc1ccccc1CC(=O)Nc1ccc(S(=O)(=O)NC2CCCCC2)cc1 the results were MITF primary 7, FBW7 activator 0.1, TEAD-YAP block -8 and GPR151 ag 3.8.
NC(=O)c1ccc[n+](CC(=O)Nc2ccccc2C(=O)O)c1 was read as MITF primary -15, FBW7 activator 0.2, TEAD-YAP block -2 and GPR151 ag 0.2.
`Cc1ccc(S(=O)(=O)Nc2ccc(NC(=O)C(Cl)(Cl)Cl)cc2)cc1` gave MITF primary 20, FBW7 activator 1.2, TEAD-YAP block 7 and GPR151 ag -0.5.

4 records picked at random from those above:
For CC(C)C(NS(=O)(=O)c1cccs1)C(=O)Nc1nc(C(C)(C)C)cs1 (stereo not drawn) the results were MITF primary -7, FBW7 activator 0.1, TEAD-YAP block 9 and GPR151 ag -1.8.
`COCCc1nnc(NC(=O)Nc2ccc(Cl)cc2)s1` gave MITF primary 14, FBW7 activator 0.5, TEAD-YAP block -1 and GPR151 ag 0.5.
`COc1ccc(/C=C2/SC(=S)N(Cc3ccco3)C2=O)cc1` gave MITF primary -5, FBW7 activator -0.4, TEAD-YAP block 9 and GPR151 ag 3.5.
`Cc1ccc(S(=O)(=O)Nc2ccc(NC(=O)C(Cl)(Cl)Cl)cc2)cc1` gave MITF primary 20, FBW7 activator 1.2, TEAD-YAP block 7 and GPR151 ag -0.5.

(cont.)
Screening O=c1[nH]c2ccccc2c(O)c1O returned MITF primary 8, FBW7 activator 0.0, TEAD-YAP block 38* and GPR151 ag -0.7.
`CN1C(=O)[C@H]2CN(C(=O)Oc3cccc4ccccc34)CCN2C(=O)[C@@H]1Cc1ccccc1` gave MITF primary 4, FBW7 activator -0.2, TEAD-YAP block 6 and GPR151 ag 0.3.
`COc1ccccc1C(=O)Nc1sc2c(c1C(N)=O)CCCC2` gave MITF primary -6, FBW7 activator 0.0, TEAD-YAP block -9 and GPR151 ag 2.7.
For CCOC(=O)c1oc(-c2ccc(F)cc2)nc1C the results were MITF primary 67*, FBW7 activator -0.1, TEAD-YAP block -6 and GPR151 ag 4.8.
Cc1ccc(NC(=O)CN2C(=O)CCSc3ccccc32)cc1Cl was read as MITF primary 0, FBW7 activator -0.1, TEAD-YAP block -15 and GPR151 ag 0.2.
`Cn1cc(CNC2CCc3c(sc4ncn(Cc5cccc(F)c5)c(=O)c34)C2)cn1` (stereo not drawn) gave MITF primary -1, FBW7 activator -0.2, TEAD-YAP block -2 and GPR151 ag -0.2.
For Cc1ccc(S(=O)(=O)N(C)CC(=O)Nc2ccc(OCc3ccccc3)cc2)cc1 the results were MITF primary -7, FBW7 activator -0.3, TEAD-YAP block 7 and GPR151 ag 1.3.
For CCOc1ccc(S(=O)(=O)N2CCCCC2)cc1-c1nc2c(C(C)(C)C)nn(C)c2c(=O)[nH]1 the results were MITF primary -11, FBW7 activator 0.1, TEAD-YAP block -7 and GPR151 ag -0.6.
`Cc1ccc(CN2C(=O)CN(CC(=O)NCc3ccccc3)C(=O)C2c2ccccc2F)cc1` (stereo not drawn) gave MITF primary 5, FBW7 activator 0.1, TEAD-YAP block 13 and GPR151 ag -0.5.
`COc1ccc(NC(=O)NC(c2ccccc2)c2ccccc2)cc1OC` gave MITF primary 4, FBW7 activator -0.2, TEAD-YAP block -3 and GPR151 ag 0.7.
CCOc1ccc(NC(=O)Cn2nnc3c(cnn3-c3ccc(F)cc3)c2=O)cc1 was read as MITF primary 3, FBW7 activator -0.2, TEAD-YAP block 12 and GPR151 ag -1.8.
Screening O=c1c(-c2ccccc2Cl)c(C(F)(F)F)oc2c(CN3CCCCC3)c(O)ccc12 returned MITF primary 5, FBW7 activator -0.1, TEAD-YAP block 9 and GPR151 ag -0.2.
For CC(=O)c1ccc(NC(=O)CCCN2C(=O)c3ccccc3C2=O)cc1 the results were MITF primary 9, FBW7 activator 0.0, TEAD-YAP block 5 and GPR151 ag -1.0.
For Cc1ccc(CS(=O)(=O)CCC(=O)NCCCN2CCCCCC2)cc1 the results were MITF primary -2, FBW7 activator -0.1, TEAD-YAP block 2 and GPR151 ag 0.1.
Screening Cc1cc2c(cc3c(=O)n(CC(=O)NCc4ccccc4C)ncn32)s1 returned MITF primary -15, FBW7 activator 0.0, TEAD-YAP block -12 and GPR151 ag 0.0.
Screening COc1ccc(Nc2nc(NCc3ccco3)c3ccccc3n2)cc1 returned MITF primary 7, FBW7 activator -0.2, TEAD-YAP block 50* and GPR151 ag 1.8.
For Cc1ccc(S(=O)(=O)Nc2ccccc2C(c2ccc(Cl)cc2)c2ccc(C)o2)cc1 (stereo not drawn) the results were MITF primary -6, FBW7 activator 0.4, TEAD-YAP block 0 and GPR151 ag -0.9.
For CCOCCCNC(=O)CN(c1ccc(C23CC4CC(CC(C4)C2)C3)cc1)S(C)(=O)=O the results were MITF primary 7, FBW7 activator 0.0, TEAD-YAP block -2 and GPR151 ag 0.3.
`Cc1onc(-c2ccccc2Cl)c1C(=O)Nc1ccc(OC(C)C)cc1` gave MITF primary 4, FBW7 activator 0.2, TEAD-YAP block -10 and GPR151 ag 0.5.
Screening Cn1c(Nc2nc(NCc3cccc(C(F)(F)F)c3)c3ncn(-c4ccccc4)c3n2)nc2ccccc21 returned MITF primary 6, FBW7 activator -0.1, TEAD-YAP block 4 and GPR151 ag -0.5.
For CCOC(=O)c1[nH]nc(N)c1-c1cccc(OC)c1 the results were MITF primary 13, FBW7 activator 0.3, TEAD-YAP block 6 and GPR151 ag -0.7.
CCCOc1ccc(C(=O)Nc2ccc(-c3cc4ccccc4oc3=O)cc2)cc1 was read as MITF primary 14, FBW7 activator 0.1, TEAD-YAP block 3 and GPR151 ag 0.0.
Screening CC1=C(C(=O)Nc2ccccc2C)C2(CCCCC2)OC1=O returned MITF primary 13, FBW7 activator 0.0, TEAD-YAP block 2 and GPR151 ag 0.1.
